Bioassay records deposited in PubChem BioAssay by several laboratories.
Neddylation inh = cullin neddylation inhibition. TR-FRET cullin neddylation, biochemical. calls only at 25 µM. hit rate 0.58% among 360,000. AID 651699; in the data active = inhibition above about 36%
Target sequence (P61081 whole entry, looked up): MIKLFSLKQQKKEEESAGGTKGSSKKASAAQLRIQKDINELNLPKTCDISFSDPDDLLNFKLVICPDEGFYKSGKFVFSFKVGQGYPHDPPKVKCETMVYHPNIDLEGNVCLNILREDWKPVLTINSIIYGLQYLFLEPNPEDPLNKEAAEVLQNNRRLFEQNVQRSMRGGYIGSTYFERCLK
Target sequence (Q13564 whole entry, looked up): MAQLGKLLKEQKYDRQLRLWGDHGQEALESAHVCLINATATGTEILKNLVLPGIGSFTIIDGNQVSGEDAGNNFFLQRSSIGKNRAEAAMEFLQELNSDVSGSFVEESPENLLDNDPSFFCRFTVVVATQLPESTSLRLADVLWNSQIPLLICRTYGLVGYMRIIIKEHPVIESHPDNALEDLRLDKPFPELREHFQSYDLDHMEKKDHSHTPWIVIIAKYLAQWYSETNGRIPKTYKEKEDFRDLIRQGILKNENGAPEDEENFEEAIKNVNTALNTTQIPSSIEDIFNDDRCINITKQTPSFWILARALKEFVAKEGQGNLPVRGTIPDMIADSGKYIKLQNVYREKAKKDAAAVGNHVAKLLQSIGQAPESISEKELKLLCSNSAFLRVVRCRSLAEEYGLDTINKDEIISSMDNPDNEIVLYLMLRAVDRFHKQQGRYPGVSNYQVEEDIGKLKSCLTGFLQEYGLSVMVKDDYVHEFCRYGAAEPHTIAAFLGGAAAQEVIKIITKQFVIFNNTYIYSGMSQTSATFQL
Rpn11 inh = Rpn11 (human) deubiquitinase inhibition | hit rate 0.59% among 360,000 | calls only at 20 µM | human 26S proteasome, Ub4-pepOG fluorescence polarization; 20S core pre-blocked with epoxomicin | O00487 | AID 588493;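 active = inhibition at 20 µM, scaled to each plate's controls, above about 33%, limit read from the data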
STEP inh = inhibitors of human striatal-enriched phosphatase STEP; P54829; recombinant STEP, OMFP fluorogenic substrate, fluorescence; inhibition, % at 20 µM; hit rate 0.25% among 360,000;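 active = inhibition at 20 µM, scaled per plate between control wells, above about 37%, limit read from the data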;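 also: 0% = DMSO with enzyme and substrate and 100% = substrate only without enzyme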
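Assay system: isolated STEP enzyme / Timing: 20 min at room temperature, dark / Doses: 20 µM, 1% DMSO / Technique: fluorescence intensity, excitation 480 nm, emission 540 nm / Reagent: fluorogenic phosphatase substrate OMFP at 25 µM final / Measure: percent inhibition scaled to no-enzyme and uninhibited-enzyme controls, plate-pattern corrected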
LMPTP block = LMPTP (human) inhibition; AID 651560; inhibition, % at 20 µM; P24666; recombinant LMPTP-A, OMFP fluorogenic substrate, fluorescence intensity; hit rate 0.22% among 360,000;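 active = compounds that cut the enzyme signal by at least half of the control window in the single-dose screen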;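 also: plate controls were DMSO wells with enzyme plus substrate for no effect and substrate without enzyme for full effect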
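Test system – LMPTP-A phosphatase enzyme · Quantity – 0.625 nM LMPTP-A final · Reagent – OMFP substrate, 400 µM final · Dosing – one test concentration per compound, 20 µM, with 3% DMSO overall · Timing – 50 min enzyme reaction at room temperature, protected from light · Detection – fluorescence intensity · Controls – substrate-only low control, DMSO enzyme-plus-substrate high control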
DNMT1 block = DNMT1 (human) enzyme inhibition; P26358; inhibition (reported as % activation of signal), % at 10 µM; DNMT1 molecular beacon, Hinp1I cleavage, fluorescence; AID 588458; hit rate 0.83% among 360,000; in the data active = inhibition above about 50%
NadD block = NadD (S. aureus) enzyme inhibition. purified NadD enzyme, colorimetric absorbance read-out. inhibition, % at 20 µM. hit rate 0.78% among 360,000. AID 602399; in the data active = inhibition above about 26%; also: some compounds past the cut are filed as inactive
Rin1 Abl inh = blocks binding of human Rin1 to Abl; AID 588664; hit rate 0.4% among 360,000; inhibition, % at 7.35 µM; TR-FRET Rin1/Abl binding, biochemical; in the data active = inhibition above about 5%, passing the limit was not always enough
SUMO1-SIM PPI = modulators of human SUMO1-mediated protein-protein interactions; P63165; hit rate 0.33% among 360,000; SUMO1 binding to a labelled peptide, TR-FRET, 1 h; AID 602429; inhibition, % at 20 µM; in the data active = inhibition above about 37%
Target sequence (P63165 whole entry, looked up): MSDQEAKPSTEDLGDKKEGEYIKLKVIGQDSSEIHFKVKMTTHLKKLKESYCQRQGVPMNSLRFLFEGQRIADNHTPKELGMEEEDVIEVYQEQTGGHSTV
CSN inh = CSN deneddylation inhibition; Q92905; Purified CSN, SCF-Nedd8-OG deneddylation, fluorescence polarization; inhibition, % at 12.5 µM; hit rate 0.38% among 360,000; AID 651999;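 active = pattern-corrected inhibition above about 35%, with an unprinted fluorescence ratio check between 0.5 and 1.5, limit read from the data, passing the limit was not always enough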;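 also: 0% = enzyme with substrate and 100% = substrate without enzyme; some results filed as inactive read as strong as hits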
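Schedule: reaction 90 min, room temperature / Assay system: HEK293T-derived human Csn5 enzyme / Input: Csn5 at 0.24 nM final / Measure: inhibition of Csn5 cleavage, % / Control set: substrate-only high control, full reaction low control / Technique: fluorescence polarization of the substrate / Buffer or medium: Tris/NaCl/DTT buffer, pH 7.5 / Reagent: SCFSkp2-Nedd8OG substrate at 10 nM final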
Scp1 inh = inhibitors of human Scp-1 phosphatase; Q9GZU7; Recombinant Scp1, phosphopeptide, malachite green phosphate absorbance; inhibition, % at 20 µM; hit rate 0.88% among 340,000;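 active = inhibition above about 50% at 20 µM, limit read from the data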;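 also: plate controls were DMSO wells with enzyme for no effect and wells lacking enzyme for full effect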
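Material – SCP-1 phosphatase catalytic domain, residues 76-261 · Buffer or medium – Acidic Tris acetate buffer with magnesium and detergent · Also added – Phospho 17-mer peptide substrate · Compound – single 20 µM dose, 1% DMSO · Times – 45 min room-temperature reaction, 5 min colour, 30 min stabiliser · Technique – Phosphate-binding colour reagent, absorbance read at 630 nm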
An asterisk follows results filed as active; i = inactive; nt = no result given; + = active, no number.

Structure,Neddylation inh,Rpn11 inh,STEP inh,LMPTP block,DNMT1 block,NadD block,Rin1 Abl inh,SUMO1-SIM PPI,CSN inh,Scp1 inh
CCOc1cccc2sc(N(CCN(C)C)C(=O)c3cc4ccccc4cc3OC)nc12,i,i,0,1.3,-1,3,-2,-7,-2,8
Cc1cc(C)cc(NC(=O)c2ccc(CN3CCc4ccccc4C3)cc2)c1,i,i,-2,2.6,2,1,1,-2,-2,8
C=C(C)COc1ccc2c(C)c(CC(=O)OC)c(=O)oc2c1C,nt,i,2,2.9,-4,1,-5,0,2,3
CC(C)=CC1C(C(=O)Nc2ccc(Br)cn2)C1(C)C (stereo not given),i,i,-1,0.3,2,-4,0,1,5,-4
Cc1ccc2c(C)nc(SC(C(=O)c3ccccc3)c3ccccc3)nc2c1 (stereo not given),i,i,0,3.3,-4,4,1,-1,-6,-7
Cc1n[nH]c(C)c1-c1nc2ccccc2[nH]1,i,i,-2,-9.8,6,1,1,-1,4,1
O=c1[nH]c(SCCOc2ccccc2F)nc2ccccc12,i,i,-4,-0.4,-5,-14,-2,-4,-1,-10
CC(C)NC(=O)CN(C(=O)CCC(=O)Nc1nccs1)c1ccc2c(c1)OCO2,i,i,0,-2.8,-4,-4,1,29,2,-2
COc1ccc(CCNC(=O)CSc2cn(Cc3ccccc3)c3ccccc23)cc1OC,i,i,0,1.2,-3,0,2,4,7,-9
CCOC(=O)C1=C(C)N(CCCC(=O)O)C(=O)NC1c1ccc(OC)cc1 (stereo not given),i,i,-2,0.9,6,-3,0,-4,1,-3
Cc1ccccc1-n1nnnc1SCC(=O)Nc1ccc(N2CCN(C)CC2)cc1,i,i,-1,2.1,-1,-5,1,-4,2,-4
O=S(=O)(NC(CO)Cc1ccccc1)c1cc(Cl)ccc1F (stereo not given),i,i,-2,-0.6,1,-6,-3,3,6,-17
Cc1ccc(C(=O)N/N=C(/CC(=O)c2cccs2)C(F)(F)F)cc1,i,i,20,0.6,4,-4,0,1,-3,-5
C/C(=N\O)C(C)NC(=O)c1ccccc1 (stereo not given),i,i,-2,-1.0,9,0,2,-3,-11,-2
CCOc1ccc(CCNC(=O)c2cccc(S(=O)(=O)N3CCCCC3)c2)cc1OCC,i,i,-1,1.2,2,-8,-3,5,-1,1

Entries of single compounds, looked up by structure. Values in the order: Neddylation inh | Rpn11 inh | STEP inh | LMPTP block | DNMT1 block | NadD block | Rin1 Abl inh | SUMO1-SIM PPI | CSN inh | Scp1 inh
`O=c1[nH]c(SCCOc2ccccc2F)nc2ccccc12` in the list: i | i | -4 | -0.4 | -5 | -14 | -2 | -4 | -1 | -10
`O=S(=O)(NC(CO)Cc1ccccc1)c1cc(Cl)ccc1F` (stereo not given) in the list: i | i | -2 | -0.6 | 1 | -6 | -3 | 3 | 6 | -17
`CC(C)=CC1C(C(=O)Nc2ccc(Br)cn2)C1(C)C` (stereo not given) in the list: i | i | -1 | 0.3 | 2 | -4 | 0 | 1 | 5 | -4
`Cc1ccc(C(=O)N/N=C(/CC(=O)c2cccs2)C(F)(F)F)cc1` in the list: i | i | 20 | 0.6 | 4 | -4 | 0 | 1 | -3 | -5

Other compounds.
Structure,Neddylation inh,Rpn11 inh,STEP inh,LMPTP block,DNMT1 block,NadD block,Rin1 Abl inh,SUMO1-SIM PPI,CSN inh,Scp1 inh
COc1ccc(/C=C(/NC(=O)c2ccccc2)C(=O)Nc2cccc(C(=O)O)c2)cc1,i,i,1,0.1,1,0,-3,-2,0,-5
C=CCn1c(COc2ccc(OC)cc2)nc2ccccc21,i,i,0,0.0,0,0,-1,5,1,-1
CCCCCNC(=O)C(C1CC1)n1c(=O)c(-c2ccco2)nc2ccccc21 (stereo not given),i,nt,nt,-0.4,nt,nt,nt,-9,10,nt
O=C(Oc1cc(=O)oc2ccccc12)c1ccco1,i,i,0,0.1,1,6,-4,-4,2,-5
O=C(O)c1ccc(/C=N/NC(=S)NC2CCCCC2)cc1,i,i,8,-1.8,1,-4,-1,-6,4,-3
O=C(O)CSc1nnc(COc2cccc3ccccc23)n1Cc1ccccc1,i,i,2,-0.5,1,4,-5,8,9,3
CCOc1cc(/C=N/NC(=O)c2cccnc2)cc(Br)c1OCC(N)=O,i,i,-1,1.3,0,-1,1,-6,0,-4
Cc1ccc(C(=O)NNc2c3ccccc3nc3ccccc23)cc1,i,i,7,5.3,3,14,-3,-39,3,8
Cc1cccc(C)c1Nc1n[nH]c(=S)s1,i,i,0,-1.1,3,17,0,0,5,nt
CC(NC(=O)COC(=O)C12CC3CC(CC(O)(C3)C1)C2)c1ccccc1 (stereo not given),i,i,-1,-2.0,2,1,0,-2,-3,0
COC(=O)NCCOc1cc(C)ccc1C,i,i,-2,-0.1,0,-5,1,5,6,-1
CCOc1ccc2[nH]c(C(=O)N/N=C/c3cccc(OC)c3OC)cc2c1,+,i,1,2.7,-3,-3,3,-6,-1,2
CSc1ncc(Cl)c(C(=O)Nc2cccnc2)n1,i,i,0,-1.0,2,-2,0,-3,-1,-7
Clc1ccc(-n2nnc(-c3cccnc3)n2)cc1Cl,i,i,2,1.0,2,7,3,5,-6,-6
COC(=O)C1=C(C)N(c2ccc(C)c(C)c2)/C(=C/c2ccc(O)cc2)C1=O,i,i,-1,0.4,-1,1,2,-4,-2,1
CS(=O)(=O)N1CCN(CC(=O)NC2CCCCC2)CC1,i,i,4,-1.1,-2,7,0,1,-2,0
Cc1cc(NC(=O)c2sc(Nc3ccc(F)c(Cl)c3)nc2N)no1,i,i,-4,-1.5,0,-2,-3,1,-6,-20
COc1ccc(Cc2nnc(NC(=O)C3CCCO3)s2)cc1OC (stereo not given),i,i,4,-0.7,-1,2,-1,2,4,-2
CCSc1ncc(Cl)c(C(=O)Nc2ccc(S(=O)(=O)Nc3onc(C)c3C)cc2)n1,i,i,-1,-1.5,1,-5,-4,-5,0,-11
COc1ccc(C(=O)N2CCN(Cc3ccccc3C(F)(F)F)CC2)cc1,i,i,1,-1.0,-1,1,3,23,3,-9
COc1ccc2c(-c3ccc(OCCN4CCCCC4)cc3)c(-c3ccccc3OC)sc2c1,i,i,5,4.4,-12,9,-1,-36,-6,7
Cc1nc(C)c(-c2csc(Nc3ccc(F)cc3)n2)s1,i,i,-2,0.9,-2,-5,-2,-11,-6,-4
CC(=O)Nc1ccc(/C=N/NC(=O)c2cccc(S(=O)(=O)N3CCOCC3)c2)cc1,i,i,-2,1.8,10,0,-6,-10,1,3
Cc1ccc(NC(=S)NCc2ccccc2)cc1C,i,i,-1,0.5,0,-5,-4,3,-5,-13
COc1cc(/C=C/C(=O)O)cc(S(=O)(=O)Nc2ccccc2Cl)c1OC,i,i,-1,-2.4,3,-4,2,5,-4,0
O=C(COC(=O)CSc1ccc2ccccc2c1)NC1CC1,i,i,-1,-1.2,-1,-5,-7,-4,-21,-8
CC(C)c1cc(NC(=O)c2ccccc2)cc(C(C)C)c1O,i,i,0,1.2,0,-9,2,1,8,-7
CCOC(=O)C1(C)CCN1C(=O)c1cccc(C(F)(F)F)c1 (stereo not given),i,i,-4,-0.3,0,6,-3,-1,0,nt
CCc1nc2ccccc2n1CC(=O)N1CCN(Cc2ccccc2)CC1,i,i,-3,3.2,0,-1,5,3,6,-3
CC(C)n1c(NCCc2ccccc2)nc2c1c(=O)n(C)c(=O)n2C,i,i,-2,-0.4,-1,2,9,2,1,3
Cc1cc(C(=O)Nc2cc(C)on2)on1,i,i,-4,-0.3,81*,1,-1,8,1,-1
COC(=O)c1noc(-c2ccc(C)cc2)n1,i,i,-3,-2.1,0,6,-3,-2,-3,-15
N#Cc1c(/N=C/C=C/c2ccccc2)sc2c1CCCC2,i,i,7,0.5,-2,-6,-2,-3,1,-2
CCOc1ccc(S(=O)(=O)N2CCCC(C(=O)NCc3cccnc3)C2)cc1Cl (stereo not given),i,i,-3,0.2,0,1,1,5,0,-2
Cc1cccc(-c2nnc(-c3ccc(N)cc3)o2)c1,nt,i,0,1.3,-14,-2,-1,5,6,0
CN(C)CCNC(=O)c1c(CSc2ccc(Cl)cc2)noc1C(=O)NCc1ccccc1,i,i,0,0.7,-1,-7,-1,-2,1,1
CN(C)c1ccc(C(C(=O)NCc2ccccc2)N(Cc2ccco2)C(=O)c2snc(C(N)=O)c2N)cc1 (stereo not given),i,i,4,5.4,-2,4,1,-15,6,-15
Cc1c(-c2ccccc2)n(O)[n+]([O-])c1-c1ccccc1,i,i,0,0.8,1,5,1,9,-2,nt
Cc1cc(=O)[nH]c(SCC(=O)O)c1C#N,i,i,-4,-0.5,3,-6,2,-3,-1,-3
CCn1c(CNc2ccc(C)cc2)nnc1SCC(N)=O,i,i,3,-0.1,0,2,0,-1,1,-4
CCCCn1c(N)c(N(CC(C)C)C(=O)c2ccc(OC)c(S(=O)(=O)N3CCOCC3)c2)c(=O)[nH]c1=O,i,i,-2,-0.7,2,1,1,-5,-1,-4
Cc1ccc(S(=O)(=O)N/N=C/c2ccccc2O)cc1,i,i,0,-0.6,3,-5,2,4,1,-7
CC(C)CC1Nc2ccc(C(=O)NCCCN3CCCCC3C)cc2NC1=O (stereo not given),i,i,0,1.8,38,-1,-2,-13,-2,-5
